PfHsp90 yeast 2: inhibits growth of yeast expressing Plasmodium falciparum Hsp90; S. cerevisiae expressing PfHsp90, BacTiter-Glo ATP, 48 h; yeast lacking PDR1 and PDR3 efflux regulators; inhibition, % at 9.4 µM; 310,000 tested, 0.32% active;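 active = every replicate shows inhibition above about 80%, whatever the replicate mean, limit read from the data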;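 note: 0% = DMSO neutral controls and 100% = 20 µM radicicol positive controls; yeast relying on Plasmodium falciparum Hsp90 in place of its own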
PKA-R1A activ: activators of PKA-R1A complex; 340,000 tested, 0.083% active; activation, % at 11.4 µM; PKA-R1A dissociation, Cy5-IP20 fluorescence polarization; scaled: DMSO 0%, 113 µM cGMP 100%; P00514+P68181;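 active = percent activation above the mean of all tested compounds plus 3 SD, cut at about 19% in these data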;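 note: higher means more PKAc released from R1A so a rise in polarization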
Ecoli viability: reduces bacterial viability in AddAB counter-screen. inhibition, % at 11.9 µM. AID 449728. E. coli V3065 growth, OD600 absorbance, 18 h. 330,000 tested, 0.27% active;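 active = inhibition above the campaign's mean inhibition across all tested compounds plus 3 SD, cut at about 9.9% in these data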;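 note: uninfected addAB+ strain grown without phage in ampicillin broth; 0% = DMSO wells and 100% = ciprofloxacin 0.95 µg/ml wells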
DSG3 Ab inh: blocks pemphigus antibody binding to human desmoglein-3 | DSG3-coupled beads, scFv-anti-DSG3-GFP binding, flow cytometry; stronger effect = lower value | binding (percent of control), % at 10 µM | 310,000 tested, 0.48% active | AID 588358;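 active = binding more than 3 SD below its plate's average and above zero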;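 note: hits lower antibody fragment binding to DSG3; some compounds called inactive have numbers as strong as hits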
OPRM1-OPRD1 ag: OPRM1-OPRD1 heterodimerization agonism. cells, luminescence. 340,000 tested, 0.3% active. P35372+P41143. AID 504326. activation, % at 9.3 µM; in the data active = activation above about 18%;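 note: 0% = vehicle-treated cells and 100% = reference agonist; values of inactives mirror those of a sister screen read the other way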
phage Ecoli inh: E. coli growth loss with phage present | growth absorbance | inhibition, % at 11.9 µM | 360,000 tested, 0.26% active | AID 651602; in the data active = inhibition above about 11%
HTR5A inv ctr: counter-screen for OPRM1-OPRD1 inverse agonists: human HTR5A inverse agonism; HTR5A cell line, luminescence; inhibition, % at 9.3 µM; P47898; 340,000 tested, 0.083% active; in the data active = inhibition mostly above about 23%, no sharp cut-off; inactive = mostly below about 18%;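 note: 0% = cells with DMSO and 100% = no-cell wells with DMSO; some compounds called inactive have numbers as strong as hits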
Target sequence (P47898 whole entry, looked up): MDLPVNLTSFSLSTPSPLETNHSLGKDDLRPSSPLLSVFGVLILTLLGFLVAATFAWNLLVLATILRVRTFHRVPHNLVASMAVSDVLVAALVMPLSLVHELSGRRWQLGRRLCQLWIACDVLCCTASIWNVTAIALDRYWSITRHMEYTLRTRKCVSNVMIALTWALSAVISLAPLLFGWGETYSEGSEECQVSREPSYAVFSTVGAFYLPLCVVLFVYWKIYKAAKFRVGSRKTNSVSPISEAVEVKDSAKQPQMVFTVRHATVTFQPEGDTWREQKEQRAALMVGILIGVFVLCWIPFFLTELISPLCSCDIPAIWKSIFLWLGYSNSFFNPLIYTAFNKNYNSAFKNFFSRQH
AddAB inh: less growth of phage-infected E. coli with AddAB; inhibition, % at 11.9 µM; E. coli expressing H. pylori AddAB, absorbance growth; 330,000 tested, 0.29% active; AID 435030; in the data active = inhibition above about 12%;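 note: 0% = vehicle wells of infected cells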
HTR5A ag: activates human HTR5A in OPRM1-OPRD1 agonist counter-screen; 340,000 tested, 0.61% active; HTR5A agonist assay, luminescence, cell-based; activation, % at 9.3 µM; in the data active = activation mostly above about 9.5%, no sharp cut-off; inactive = mostly below about 7.6%;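 note: 0% = cells with vehicle only and 100% = reference agonist; strong numbers were not always called active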
MOR-DOR inv ag: mu-delta opioid heterodimer inverse agonism; P35372+P41143; cell-based MOR-DOR heterodimer luminescence; inhibition, % at 9.3 µM; 340,000 tested, 0.21% active; AID 504357; in the data active = inhibition above about 22%, passing the limit was not always enough;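 note: 0% = cells with DMSO and 100% = wells without cells with DMSO; values of inactives mirror those of a sister screen read the other way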
SUMO Mot1 rescue: blocks SUMOylation pathway, rescuing yeast Mot1-301 growth | S. cerevisiae Mot1-301 growth rescue, ATP luminescence, 38.5C; percent above DMSO median, 100 means doubled | growth rescue, % at 18.8 µM | 320,000 tested, 1% active;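 active = every valid replicate shows activation above 250% relative to neutral control wells; inactive = the rest, any valid replicate at or below 250%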;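 note: OY570 slx delta 5 strain wells were the positive control but not used for scaling; some compounds called inactive have numbers as strong as hits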
An asterisk follows results filed as active; . = not tested or not shown; & = joins results of further samples.

SMILES	PfHsp90 yeast 2	PKA-R1A activ	Ecoli viability	DSG3 Ab inh	OPRM1-OPRD1 ag	phage Ecoli inh	HTR5A inv ctr	AddAB inh	HTR5A ag	MOR-DOR inv ag	SUMO Mot1 rescue
CCOC(=O)C(NC=O)(NC(C)(C)C)C(=O)OCC	38	-8	0.0	97	-2.8	2.4	20	2.1	1	12	-11
CCN(CC(=O)Nc1c(F)cccc1F)C(=O)c1ccc(N2CCCCC2)c([N+](=O)[O-])c1	12	-3	-1.4	108	-1.7	-1.0	17	-2.0	1	9	4
NCCCC[C@@H]1NC(=O)[C@H](CCC(=O)O)NC(=O)c2cc([N+](=O)[O-])cc(I)c2OCC[C@@H](C(N)=O)NC1=O	-22	3	2.7	97	-2.3	.	-11	3.1	-2	13	1
COc1ccc(NC(=O)CCCNC(=O)Cn2cnc3sc4c(c3c2=O)CCCC4)c(OC)c1	-45	0	-2.7	.	-0.3	0.6	-8	3.3	2	2	-6
O=C(CCl)Nc1ccc(S(=O)(=O)NC2=NCCCCC2)cc1	-2	4	0.2	113	-0.3	-1.6	-26	-1.6	7	1	10
CCN1CCN(Cc2cc(=O)oc3ccc(Cl)cc23)CC1	.	-4	-1.4	.	-3.1	1.2	-9	3.4	-2	17	-11
COc1ncc(C2=CC(=O)CC(C)(C)C2)cn1	62	-16	-0.6	105	-1.3	2.8	-13	0.3	5	7	-3
COc1cc(NC(=O)CSc2nc3[nH]c(=O)cc(O)c3s2)cc(OC)c1OC	-7	6	0.3	100	-1.4	-2.4	4	1.0	-1	6	737
CCCCOc1ccc(C(=O)N/C(=C/C=C/c2ccccc2)C(=O)NCCCO)cc1	12	-15	-1.5	108	-5.9	-0.3	-22	3.7	5	28	-8
COc1cc(NC(=O)c2ccc3c(c2)C(=O)N(CCC(C)C)C3=O)c(C(=O)O)cc1OC	-35	-10	-1.2	108	-1.6	-1.6	-7	2.8	2	8	-24
CN(C)S(=O)(=O)c1cccc(NC(=O)c2cccc(S(=O)(=O)N3CCc4ccccc43)c2)c1	-1	-13	-4.4	.	1.7	2.7	-8	0.4	3	-7	.
CCOC(=O)c1ccccc1C(=O)N1CCOCCOCCOCC1	7	1	-1.6	107	0.1	2.9	-8	-0.7	-2	-1	-5
Cc1ccc2c(c1)N(CC(=O)N1CCCC1)C(=O)c1cccnc1O2	-2	1	0.7	98	-1.1	0.2	-9	2.7	1	6	49
Cc1cc2oc(=O)cc(CN3CCOCC3)c2c(C)c1Cl	15	10	.	95	1.3	1.7	12	.	-3	-6	-20
Cc1cccc(NC(=O)N2CCc3ccccc3C2)c1C	-1	2	.	107	1.5	3.1	16	.	3	-8	-6
Cc1nn(C(C)C)c(C)c1[C@@H]1C[C@H]2CN(Cc3cccc(Cl)c3)C(=O)[C@]23CCCN13	26	4	0.1	208	-0.8	2.5	-21	0.9	8	4	-1
O=C(NC1CCCCC1)N1CCN(c2ccc(Cl)cc2)CC1	2	1	1.7	105	-1.5	4.3	8	2.7	-3	8	45
CC(C)(C)c1nnc(NC(=O)c2cccnc2)s1	-21	6	-2.8	105	-1.1	4.2	-6	2.3	2	6	-8
O=C(O)/C=C/C(=O)Nc1ccc2c(c1)NC(=O)CO2	-5	-3	-1.7	103	-0.7	3.0	4	1.9	-1	4	4
Cc1ccc(NC(=O)CCC(=O)c2cccs2)c(O)c1	-10	-8	-3.7	99	-4.3	2.6	0	-2.1	0	23	1

Brought forward from above: two entries; new compounds follow.
SMILES	PfHsp90 yeast 2	PKA-R1A activ	Ecoli viability	DSG3 Ab inh	OPRM1-OPRD1 ag	phage Ecoli inh	HTR5A inv ctr	AddAB inh	HTR5A ag	MOR-DOR inv ag	SUMO Mot1 rescue
O=C(O)/C=C/C(=O)Nc1ccc2c(c1)NC(=O)CO2	-5	-3	-1.7	103	-0.7	3.0	4	1.9	-1	4	4
Cc1ccc(NC(=O)CCC(=O)c2cccs2)c(O)c1	-10	-8	-3.7	99	-4.3	2.6	0	-2.1	0	23	1
Cn1nnnc1SCC(=O)Nc1cc(C(F)(F)F)ccc1N1CCOCC1	11	0	-1.1	95	0.5	6.7	0	1.2	0	-4	-12
CS(=O)(=O)N(CC(=O)N1CCCC1)Cc1ccc(F)cc1	9	1	2.1	120	-1.6	-1.0	-13	1.1	3	8	-11
CCC(=O)NC1=C(NC(C)c2ccccc2)C(=O)c2ccccc2C1=O (configuration not stated)	4	7	-3.4	100	2.8	-0.7	-12	-2.2	5	-17	7
COc1ccc(C(=O)NC(C(=O)OCC(=O)Nc2sccc2C(N)=O)C(C)C)cc1 (configuration not stated)	28	-14	-0.7	94	-2.1	1.7	-5	-0.8	2	8	-22
CCOC(=O)C1CCN(c2ncnc3c2cnn3-c2ccc(OC)cc2)CC1	-6	-18	-0.2	96	-1.6	2.8	8	1.6	-3	8	58
Cc1ccc(-c2cn(-c3ccccc3)c3[n+]2CCCS3)cc1	2&-4	-14&-6	-1.8&0.9	98&87	-0.8&-1.8	3.1&5.0	-22&8	4.1&-0.8	9&4	4&9	571&-18
CN1CCN(C(=O)CCN2C(=O)/C(=C\c3ccc(Cl)cc3)SC2=S)CC1	-24	-1	-0.7	.	-1.1	.	2	0.4	2	6	-10
Cc1cc(/C=C(\C#N)C(N)=O)c(C)n1-c1ccc(N2CCOCC2)c([N+](=O)[O-])c1	-28	-8	-1.5	91	-1.9	4.3	28	2.1	2	10	-10
O=C(COC(=O)/C=C/c1ccccc1)Nc1ccc2c(c1)OCCO2	.	-3	-0.7	-4.7*	-1.3	1.9	-2	1.3	5	5	-3
O=C(NNC(=O)c1n[nH]c2ccccc12)c1ccccc1	.	5	.	103	-2.2	1.2	3	.	-1	14	.
Nc1nc(SCC(=O)NCCN2CCOCC2)nc2sc3c(c12)CCC3	2	9	-0.6	106	-1.4	1.0	-14	-0.8	-5	9	-12
COC(=O)c1ccc(CSCC(=O)Nc2ccccc2)cc1	-22	1	0.9	97	-3.0	3.1	11	3.4	-5	15	26
COc1ccc(NS(=O)(=O)c2cc(NC(=O)c3cccs3)ccc2N2CCCC2)cc1	20	-6	-0.2	98	1.9	5.5	12	2.1	-4	-12	-14
CC(=O)Nc1ccc(S(=O)(=O)N2CCN(CCCOc3ccccc3Cl)CC2)cc1	.	-11	-0.4	.	1.5	0.5	-1	0.8	0	-7	-2
COc1ccc(/C=N/NC(N)=S)cc1OC(=O)c1ccccc1	18	0	-2.1	101	-1.2	0.3	-16	2.2	1	7	443
CCC1Oc2ccccc2N(CC(=O)NCc2ccco2)C1=O (configuration not stated)	30	-11	0.2	103	-1.2	1.4	-29	-0.8	4	6	4
O=C(C1=C[C@@H](c2ccccc2)C[C@@H](OCc2ccc(CO)cc2)O1)N1CCOCC1	15	-11	-0.6	104	-1.5	0.2	18	-1.6	-7	8	-7
CONc1nc(NC(C)(C)C)nc(OCC#N)n1	-20	-1	0.6	97	-3.3	6.0	14	0.4	0	20	7
CCCCC12CN3CC(C)(CN(C1)C31C(=O)N(C)c3ccc(C)cc31)C2=O (configuration not stated)	.	2	2.1	99	0.8	0.9	-7	1.9	-4	-4	-6
CCOC(=O)N1CCN(C(=O)COc2ccc(Br)cc2)CC1	13	-5	-0.4	107	-2.5	3.3	-3	-1.9	2	14	-6
COc1ccc(-c2oc(NC(C)=O)c(C#N)c2-c2ccc(OC)cc2)cc1	13	-4	-0.1	109	-0.5	0.5	16	0.7	-1	2	-1
CCOc1cccc(-c2nn(-c3ccccc3)cc2/C=C(/C#N)C(=O)NCCCn2ccnc2)c1	-8	-3	-4.2	97*	4.9	4.3	4	-1.9	8	-27	32
COc1cccc(/C=N/n2c(C3CCCCC3)n[nH]c2=S)c1OC	-21	-7	-1.2	96	8.8	-1.1	-6	-0.3	2	-51	26
CC(NC(=O)c1ccc(Cn2cc([N+](=O)[O-])cn2)cc1)c1ccccc1 (configuration not stated)	-6	0	-0.1	101	-0.8	1.7	-23	-1.1	-1	6	-11
COCC(C)n1c(SCc2ccc(C(=O)OC)cc2)nc2ccccc2c1=O (configuration not stated)	-110	-6	-2.1	.	2.5	2.7	-9	2.1	1	-15	146
O=C(CCc1nnc(-c2ccccc2)o1)NCc1c(F)cccc1F	3	-8	2.9	104	-1.4	-0.1	3	-0.7	-1	8	11
COc1ccc(-c2csc(Nc3ccc(S(=O)(=O)Nc4cc(C)on4)cc3)n2)cc1	17	-12	4.0	85	-3.1	4.0	7	3.1	-3	14	7
COCC(C)NC(=O)c1ccc(CN2CCc3ccccc3C2)cc1 (configuration not stated)	.	-9	0.1	83	-0.7	2.9	-11	2.0	4	4	181
N#CCCCCN1c2cccc3cccc(c23)S1(=O)=O	-10	6	-1.3	100	0.2	2.9	-22	0.6	3	-1	-11
COc1cccc(NC(=O)[C@@H]2CCCN2C(=O)C2CCN(S(=O)(=O)c3ccc(C)cc3)CC2)c1	.	-9	0.1	99	-0.1	2.3	-6	0.9	0	0	2
CCc1ccc(NC(=O)N2CCc3ccccc3C2)cc1	1	2	.	.	-3.2	5.1	-26	.	-1	17	-1
O=C(O)Cc1ccc(C(=O)c2ccc(F)cc2)s1	-5	-3	0.6	99	-2.7	1.6	8	-0.2	2	15	9
O=C(Nc1ccn(Cc2ccccc2)n1)c1ccc2c(c1)OCO2	9	-1	3.2	101	2.3	7.2	-5	3.1	3	-17	3
CCCOC(=O)C1=C(C)NC(=O)NC1c1cccc2ccccc12 (configuration not stated)	19	3	.	2.5*	-1.7	1.8	-11	.	3	10	7
CSC1(SC2=NCCN2)SC2(NCCN2)S1	-7	0	.	90	0.6	4.4	-14	.	4	-3	.
O=C1NCCN(Cc2ccc(Cl)c(F)c2)C1CC(=O)N1CCCO1 (configuration not stated)	2	3	-2.5	105	-0.3	0.4	4	-0.8	0	2	-3
CCCn1cnc2cc(NC(=O)c3ccco3)ccc21	6	-9	-0.8	109	-3.8	4.8	-6	1.8	3	13	0
COc1ccc(-c2cc(-c3ccc(OC)cc3)c(C#N)c(SC)n2)cc1	6	-7	0.3	71	-0.7	0.3	-24	0.8	-1	4	-2
COc1ccc(C(=O)NN/C(=N/S(=O)(=O)c2ccc(C)cc2)c2ccccc2)cc1	5	-15	3.9	98	-3.2	0.3	7	2.3	-2	17	24
COc1ccc(CN(C)CC(=O)Nc2ccc(N3CCOCC3)cc2)cc1OC	-6	14	-0.5	98	-1.8	0.7	-15	1.4	2	9	-6
COc1ccccc1CSc1nc2c(c(=O)n(C)c(=O)n2C)n1C	-13	-4	.	.	-0.1	-0.7	7	.	-2	0	.
COc1ccc(S(=O)(=O)N2CCOCC2)cc1NC(=O)c1ccc2c(c1)OCCO2	-27	-7	1.3	94	3.0	0.5	-20	1.0	0	-14	-3
C=CCn1c(SCC#N)nc2ccccc2c1=O	7	1	2.9	106	-0.4	1.8	5	0.8	-1	2	-1
CCOc1ccc(NC(=S)N2CCC(c3ccc(C)cc3)C2)cc1 (configuration not stated)	20	-5	0.8	99	-2.1	2.0	-11	3.0	3	9	-4
CCN(CC)C(=O)c1ccc(NS(=O)(=O)c2ccc(/C=C/C(=O)O)cc2)cc1	9	-5	0.7	97	-0.5	2.2	12	1.9	-5	2	-13

Screens deposited in PubChem by several laboratories.
